# Screening results (PubChem)
# Cdc42 wt – modulators of GTP binding to wildtype Cdc42, primary screen, biochemical, multiplex bead flow cytometry, Bodipy-GTP; Cell division control protein 42 homolog (Homo sapiens), P60953; percent activity (GTP binding), % at 10 µM; actives 0.2% (n = 190,000); GST-Cdc42 beads; actives lie on both sides;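 active means percent activity GTP binding at least 20 points away from the 100% baseline, either down as inhibitor or up as activator; inconclusive means compound flagged as likely green fluorescent from well-wide comparison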;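 further: median bead fluorescence of bound Bodipy-FL-GTP at 100 nM; 0% = excess unlabeled GTP control and 100% = no compound control; below 100% means less GTP binding so inhibitor and above means activator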
# RGS8-Gao – RGS8-Galphao binding modulators, primary screen, biochemical, multiplexed bead flow cytometry | actives lie on both sides | AID 1423, 2008 | Guanine nucleotide-binding protein G(o) subunit alpha (Homo sapiens), P09471 | actives 0.34% (n = 220,000) | response (percent of control binding), % at 10 µM; in the data active means response below about 60% or above about 140%; inactive means in between;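 further: Galphao activated as the GDP aluminium fluoride complex binding bead-coupled RGS8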
# Target sequence (P09471 whole entry, looked up): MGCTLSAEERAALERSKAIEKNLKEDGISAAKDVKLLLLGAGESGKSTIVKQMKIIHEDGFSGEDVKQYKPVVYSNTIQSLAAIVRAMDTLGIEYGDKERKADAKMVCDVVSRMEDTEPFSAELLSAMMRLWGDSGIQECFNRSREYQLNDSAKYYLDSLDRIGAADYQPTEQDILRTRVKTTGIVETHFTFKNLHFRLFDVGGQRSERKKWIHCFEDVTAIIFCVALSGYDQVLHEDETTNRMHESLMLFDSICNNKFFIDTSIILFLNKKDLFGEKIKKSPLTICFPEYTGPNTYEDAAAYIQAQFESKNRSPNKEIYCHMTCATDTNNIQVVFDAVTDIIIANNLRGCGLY
# Bim-Mcl-1 – inhibitors of Bim peptide binding to Mcl-1, primary screen, biochemical, bead-based flow cytometry, multiplex; Induced myeloid leukemia cell differentiation protein Mcl-1 (Homo sapiens), Q07820; Bim peptide-Mcl-1 binding; inhibition, % at 10 µM; actives 0.1% (n = 190,000); AID 1009, 2008; in the data active means inhibition above about 40%;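 further: 0% = no compound tracer wells and 100% = peptide blocker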
# Target sequence (Q07820 whole entry, looked up): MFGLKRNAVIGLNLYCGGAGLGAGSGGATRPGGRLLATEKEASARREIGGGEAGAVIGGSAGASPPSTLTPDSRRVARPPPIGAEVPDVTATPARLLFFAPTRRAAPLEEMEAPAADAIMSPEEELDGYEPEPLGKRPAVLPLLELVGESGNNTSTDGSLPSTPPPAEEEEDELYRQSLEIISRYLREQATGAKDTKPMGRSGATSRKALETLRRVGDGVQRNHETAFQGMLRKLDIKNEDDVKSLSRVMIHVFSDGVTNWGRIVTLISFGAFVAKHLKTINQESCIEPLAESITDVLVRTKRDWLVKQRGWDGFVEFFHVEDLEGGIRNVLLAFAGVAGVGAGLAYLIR
# Mcl1-Bid inh – Mcl-1/Bid binding inhibitors, primary screen, biochemical, TR-FRET, 1536-well; Induced myeloid leukemia cell differentiation protein Mcl-1 (Homo sapiens), Q07820; TR-FRET Mcl-1/Bid-Dy647 peptide binding; inhibition, % at 21.7 µM; actives 0.97% (n = 220,000); AID 1021, 2008;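 active means compounds that cut the binding signal by more than half at the single screening dose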;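 further: His-tagged Mcl-1 with europium anti-His antibody binding Bid BH3 peptide; 0% = Mcl-1 plus peptide wells and 100% = peptide-only wells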
# Rab2 wt GTP – modulators of GTP binding to Rab2A wildtype, primary screen, biochemical, dog, bead-based flow cytometry, multiplex; AID 760, 2007; GTP binding activity, % at 10 µM; actives 0.19% (n = 190,000); GST-Rab2 wt beads, Bodipy-GTP binding;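 active means GTP binding activity at least 20 points away from 100%, either lowered or raised; inconclusive means signal likely due to the compound's own green fluorescence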;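 further: 0% = beads with excess unlabeled GTP and 100% = no-compound control corrected for plate trend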
# Rac1 wt GTP bind – wildtype Rac1 GTP binding modulators, primary screen, biochemical, GST-Rac1 beads, flow cytometry, multiplex. fluorescent GTP binding; actives lie on both sides; 0 = cold GTP competed, 100 = untreated. AID 757, 2007. Ras-related C3 botulinum toxin substrate 1 (Homo sapiens), P63000. GTP binding activity (% of control), % at 10 µM. actives 0.27% (n = 190,000);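 active means GTP binding activity at least 20 points away from the 100% control level, either lower or higher; inconclusive means compound flagged as likely green fluorescent, judged across all proteins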
# HRas wt GTP – modulators of GTP binding to HRas wildtype, primary screen, biochemical, bead-based flow cytometry, multiplex; GTPase HRas (Homo sapiens), P01112; GST-Ras wt beads, Bodipy-FL-GTP binding; actives lie on both sides; GTP binding activity, % at 10 µM; actives 0.14% (n = 190,000);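 active means GTP binding activity at least 20% away from the 100% baseline, either lowered as inhibitor or raised as activator; inconclusive means flagged as likely green fluorescent, judged across all proteins in the well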;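 further: 0% = unlabeled GTP competition control and 100% = no-compound control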
# Target sequence (P01112 whole entry, looked up): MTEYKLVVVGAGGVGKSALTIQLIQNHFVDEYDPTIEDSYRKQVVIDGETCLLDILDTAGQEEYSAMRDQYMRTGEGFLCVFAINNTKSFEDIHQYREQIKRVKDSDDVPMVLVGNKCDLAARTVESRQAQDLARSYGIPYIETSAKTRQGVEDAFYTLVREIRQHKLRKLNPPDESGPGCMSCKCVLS
# Mcl1 Noxa PPI – Mcl-1/Noxa binding inhibitors, primary screen, biochemical, TR-FRET, 1536-well | TR-FRET Mcl-1/Noxa peptide binding, 2 h | inhibition, % at 21.7 µM | actives 1.5% (n = 220,000);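 active means compounds that cut the protein-peptide binding signal by more than 50% relative to plate controls in a single-dose test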;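 further: His-tagged Mcl-1 with rhodamine Noxa BH3 peptide and terbium anti-His antibody; 0% = Mcl-1 plus Noxa peptide wells and 100% = peptide-only wells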
# Pf gamet viab – late stage P. falciparum gametocyte viability inhibitors, primary screen, ATP luminescence, HTS; P. falciparum stage V gametocytes, 24 h; AID 743093, 2013; actives 0.065% (n = 150,000); inhibition, % at 10.9 µM;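 active means inhibition above the mean plus 3 SD of compounds within the control limits, set per campaign, cut at about 38% in these data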;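 further: 0% = DMSO wells and 100% = medium only without gametocytes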
# Rab7 wt GTP bind – modulators of GTP binding to Rab7, primary screen, biochemical, wildtype, multiplex bead flow cytometry; Rab7 GTPase wild type (dog), Bodipy-FL-GTP binding; GST-Rab7 beads, fluorescent GTP binding; actives lie on both sides; untreated = 100%, excess cold GTP = 0%; GTP binding activity (percent of control), % at 10 µM; actives 0.055% (n = 190,000);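 active means fluorescent GTP binding to Rab7 beads changed by at least 20 points from the 100% baseline, either direction, mostly lower; inconclusive means compound itself probably fluorescent, or too few beads counted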;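 further: median green fluorescence of bound Bodipy-FL-GTP per Rab7 bead population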
# Rac1 act GTP bind – GTP binding modulators of activated mutant Rac1, primary screen, biochemical, bead-based flow cytometry, multiplex, fluorescent GTP | Ras-related C3 botulinum toxin substrate 1 (Homo sapiens), P63000 | actives 0.11% (n = 190,000) | GST-Rac1 activated beads; actives lie on both sides; 100% means binding = to untreated wells | percent activity (GTP binding), % at 10 µM;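 active means GTP binding at least 20 percentage points away from the 100% baseline, in either direction, so actives lie on both sides; inconclusive means Compound likely fluorescent itself, or too few beads counted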
# * = called active by the depositor; ? = inconclusive; nt = not tested or not shown.
SMILES,Cdc42 wt,RGS8-Gao,Bim-Mcl-1,Mcl1-Bid inh,Rab2 wt GTP,Rac1 wt GTP bind,HRas wt GTP,Mcl1 Noxa PPI,Pf gamet viab,Rab7 wt GTP bind,Rac1 act GTP bind
Cn1cnnc1SCNC(=O)C(F)(F)F,105,98,-1,-30,105,106,104,4,nt,105,100
C=CCN1C(=O)CSc2ccc(C(=O)N3CCC(C)CC3)cc21,97,97,-1,-5,95,93,97,nt,4,95,93
CN1Cc2ccccc2N(CC(=O)NCc2ccccc2)C1=O,103,100,0,-34,98,99,97,9,28,106,99
Cc1ccc2nc(Cn3cc(C(F)(F)F)ccc3=O)cc(=O)n2c1,93,106,2,-21,94,95,96,-20,13,101,94
COc1ccc(N2CCN(C(=O)c3ccc(CSc4ccccc4)cc3)CC2)cc1,99,88,-2,-17,101,105,104,96*,17,103,101
Cc1c(Cl)c([N+](=O)[O-])nn1CCCC(=O)NC1CCCCC1,100,97,1,-16,105,104,101,1,4,109,100
CCN(CC)C(=O)CSc1nnc(COc2ccccc2)n1CC,97,98,-2,9,97,98,97,-4,nt,97,95
Cn1c(-c2ccc([N+](=O)[O-])cc2)nc2ccccc21,96,100,1,8,93,92,96,15,-1,88,97
CC(C)CCn1c(Br)nc2c1c(=O)n(CC(N)=O)c(=O)n2C,104,101,-6,-20,99,106,100,1,24,100,101
Cc1cccc(Oc2sc(C(=O)c3ccccc3)c(N)c2C#N)c1,98,99,-1,19,97,101,98,-16,-14,96,97
CC(=O)Oc1ccc(NC(=O)CSc2ccccc2)cc1,106,99,0,8,106,102,106,75*,nt,105,101
O=S1(=O)C=C(Sc2nc3ccccc3s2)c2ccccc21,96,93,-3,-8,97,106,100,-13,nt,103,97
O=C(/C=C/NNC(=O)c1ccc(Cl)cc1)c1ccccc1,99,99,0,-67,100,97,97,8,-12,104,95
COc1ccc(S(=O)(=O)Nc2nccs2)cc1OC,98,103,-1,-15,98,99,98,12,-13,100,98
COc1ccc(C(C(=O)NC2CCCCC2)N(C(=O)Cc2c[nH]c3ccccc23)c2ccccc2C)cc1OC (stereo not given),90,86,4,-37,95,96,95,8,-1,93,97
Cc1[nH]c2c(Br)cccc2c1[C@H]1[C@@H](CC#N)C1(C)C,102,99,-8,-14,99,100,100,22,nt,101,100
NC(=O)C1(N2CCCCC2)CCN(Cc2nc3ccccc3c(=O)[nH]2)CC1,93,99,3,-10,97,93,94,0,nt,94,95
COc1ccc(OC)c(-c2cn(S(=O)(=O)c3ccccc3)nc2N)c1,105,103,-1,-36,102,108,106,-2,nt,104,99
COc1cc(-c2nnc(-c3cc(OC)c(OC)c(OC)c3)o2)cc(OC)c1OC,101,102,-1,-1,102,109,103,7,2,104,102
CC1Cc2ccccc2N1S(=O)(=O)c1cccc2nsnc12 (stereo not given),100,91,2,-1,96,99,98,3,nt,95,99
CC(=O)c1ccc(OCCCC(=O)n2nnc3ccccc32)cc1,94,99,0,11,95,93,97,10,nt,97,92
CCOC(=O)c1[nH]c2ccc(OCC)cc2c1CCCN1C(=O)c2ccccc2C1=O,106,106,-2,-7,100,108,102,3,nt,99,103
COC(=O)c1oc2ccc(OC)cc2c1N,105,98,-2,-32,100,107,101,-3,-21,101,101
CCOC(=O)C1C(=O)C=C(C)C(C(=O)OCC)C1c1ccc(OC)cc1 (stereo not given),102,101,0,nt,99,100,99,nt,nt,95,98
O=C(Nc1cccc(S(=O)(=O)C(F)F)c1)c1ccc(S(=O)(=O)N2CCCC2)cc1,94,97,0,12,95,91,94,2,-19,93,95

# Some of the entries so far, as labelled records:
CCN(CC)C(=O)CSc1nnc(COc2ccccc2)n1CC
  Cdc42 wt = 97	RGS8-Gao = 98	Bim-Mcl-1 = -2	Mcl1-Bid inh = 9	Rab2 wt GTP = 97	Rac1 wt GTP bind = 98	HRas wt GTP = 97	Mcl1 Noxa PPI = -4	Pf gamet viab = nt	Rab7 wt GTP bind = 97	Rac1 act GTP bind = 95
Cn1c(-c2ccc([N+](=O)[O-])cc2)nc2ccccc21
  Cdc42 wt = 96	RGS8-Gao = 100	Bim-Mcl-1 = 1	Mcl1-Bid inh = 8	Rab2 wt GTP = 93	Rac1 wt GTP bind = 92	HRas wt GTP = 96	Mcl1 Noxa PPI = 15	Pf gamet viab = -1	Rab7 wt GTP bind = 88	Rac1 act GTP bind = 97

# Copied from the list.
# Value for Cc1[nH]c2c(Br)cccc2c1[C@H]1[C@@H](CC#N)C1(C)C under Mcl1-Bid inh: -14
# Value for CCOC(=O)C1C(=O)C=C(C)C(C(=O)OCC)C1c1ccc(OC)cc1 (stereo not given) under Cdc42 wt: 102

# Next structures follow:
SMILES,Cdc42 wt,RGS8-Gao,Bim-Mcl-1,Mcl1-Bid inh,Rab2 wt GTP,Rac1 wt GTP bind,HRas wt GTP,Mcl1 Noxa PPI,Pf gamet viab,Rab7 wt GTP bind,Rac1 act GTP bind
O=C(CC12CC3CC(CC(Br)(C3)C1)C2)Nc1cccc(S(=O)(=O)NC2=NCCC2)c1,94,104,17,-8,101,97,98,-6,2,105,95
COC(=O)CCCCCCCCC(O)CN1CCCCC1 (stereo not given),103,97,-2,-24,97,104,101,4,7,101,100
O=C(COc1ccc(Br)cc1Br)NC1CCCC1,92,101,0,-26,95,95,94,11,nt,93,93
Cn1ccsc1=NC(=O)c1ccc(Cl)cc1,94,103,-2,1,94,93,94,11,-14,94,93
O=S(=O)(c1ccc(Br)s1)N1CCN(Cc2ccc3c(c2)OCO3)CC1,100,100,5,-14,98,101,100,1,nt,99,98
Cc1nnc(C)n1/N=C/c1cc(Br)cc(Br)c1O,100,102,0,-70,97,96,101,20,-6,100,95
CC(C)N(CC#CCC(O)(c1ccccc1)C1CCCC1)CCO (stereo not given),94,104,0,-49,95,101,96,0,nt,98,95
COC(=O)CCNc1ccc2c(c1)OCCO2,96,97,1,-168,95,95,95,11,nt,94,96
Cc1nc(NC(=O)CSc2cc(C)c3ccccc3n2)c(Cl)cc1Cl,104,101,-3,-81,98,103,99,-87,nt,97,99
CC(CNCc1ccc2c(c1)OCO2)NCc1ccc2c(c1)OCO2 (stereo not given),100,101,-1,-8,100,100,99,0,nt,99,98
CCCCSc1nc(C)cc(SCC(=O)N/N=C/c2ccccc2)n1,96,104,2,-37,98,97,96,-3,nt,104,94
Cc1ccc(C2=NN(C(=O)CSc3nc(N)cc(N)n3)C(c3ccco3)C2)cc1 (stereo not given),101,99,-8,-12,102,103,101,13,-9,101,98
CSc1nnc(-c2cc(-c3ccc(C)cc3)nc3ccccc23)o1,96,100,-6,-22,97,99,98,10,-13,97,99
CN(C#N)c1nccc(-c2cccs2)n1,102,107,-3,4,99,107,101,0,-2,97,107
CNC(=O)NC(=O)C(C)OC(=O)c1cc2c(s1)CCCCC2 (stereo not given),98,102,-3,12,96,97,97,2,5,94,97
CC(C)(C)C(=O)/C=c1\s/c(=C\c2ccc(-c3ccc([N+](=O)[O-])cc3)o2)c(=O)n1CC(=O)NC(N)=O,?,100,-17,-6,?,?,?,27,-30,?,?
COc1ccc(C(=O)c2ccc(N3CCOCC3)cc2)c(OC)c1,102,95,-6,-33,101,102,102,5,nt,99,103
c1ccc2c(c1)nc(NCC1CCCO1)c1nnnn12 (stereo not given),100,102,0,-35,98,101,99,10,nt,99,97

# Compounds shown so far with four or more nitrogen atoms:
SMILES,Cdc42 wt,RGS8-Gao,Bim-Mcl-1,Mcl1-Bid inh,Rab2 wt GTP,Rac1 wt GTP bind,HRas wt GTP,Mcl1 Noxa PPI,Pf gamet viab,Rab7 wt GTP bind,Rac1 act GTP bind
Cn1cnnc1SCNC(=O)C(F)(F)F,105,98,-1,-30,105,106,104,4,nt,105,100
Cc1c(Cl)c([N+](=O)[O-])nn1CCCC(=O)NC1CCCCC1,100,97,1,-16,105,104,101,1,4,109,100
CCN(CC)C(=O)CSc1nnc(COc2ccccc2)n1CC,97,98,-2,9,97,98,97,-4,nt,97,95
CC(C)CCn1c(Br)nc2c1c(=O)n(CC(N)=O)c(=O)n2C,104,101,-6,-20,99,106,100,1,24,100,101
NC(=O)C1(N2CCCCC2)CCN(Cc2nc3ccccc3c(=O)[nH]2)CC1,93,99,3,-10,97,93,94,0,nt,94,95
Cc1nnc(C)n1/N=C/c1cc(Br)cc(Br)c1O,100,102,0,-70,97,96,101,20,-6,100,95
CCCCSc1nc(C)cc(SCC(=O)N/N=C/c2ccccc2)n1,96,104,2,-37,98,97,96,-3,nt,104,94
Cc1ccc(C2=NN(C(=O)CSc3nc(N)cc(N)n3)C(c3ccco3)C2)cc1 (stereo not given),101,99,-8,-12,102,103,101,13,-9,101,98
CN(C#N)c1nccc(-c2cccs2)n1,102,107,-3,4,99,107,101,0,-2,97,107
CC(C)(C)C(=O)/C=c1\s/c(=C\c2ccc(-c3ccc([N+](=O)[O-])cc3)o2)c(=O)n1CC(=O)NC(N)=O,?,100,-17,-6,?,?,?,27,-30,?,?
c1ccc2c(c1)nc(NCC1CCCO1)c1nnnn12 (stereo not given),100,102,0,-35,98,101,99,10,nt,99,97

# The order is random (roughly 2.9% active in at least one column).
